High-throughput results from PubChem BioAssay.
Pf Dd2 growth: Plasmodium falciparum Dd2 growth inhibition. hit rate 4.3% among 120,000. AID 1347417. Potency, µM (series often up to 28.9 µM), for the others: at the highest dose activity, negative = inhibition, usual class: inhibitors. P. falciparum Dd2 growth, SYBR Green, 72 h; active means well fitted inhibition curve with a large enough effect; inconclusive means small, poorly fitted or top-dose-only effect; inactive means no such curve, though single readings can be large or run the other way;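 further: plate controls were DMSO vehicle for no effect and reference drug for full effect; nearly all actives have a fitted effect of over 65% in size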
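Readout: SYBR Green fluorescence, 485 nm excitation, 535 nm emission, after ~16 h lysis at 37C. Before that, Dd2-infected red cells (2.5% hematocrit) grew 72 h with compound, 29 uM top final concentration.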
Numbers without * were called inactive; i = inactive; ? = inconclusive; [ ] = remark or other dose. Potency means the concentration at half of the fitted maximal effect. An excerpt; count on the stated rates, not on these rows.

molecule	Pf Dd2 growth
CSc1ccc(NC(=O)c2ccc3c(c2)N(C)C2CCCCCN2C3=O)cc1 (stereo not given)	i
O=C(Nc1ccc2oc(-c3cccnc3)nc2c1)c1ccc(-c2cccc(OC(F)(F)F)c2)o1	?
O=S(=O)(c1ccc(-c2cc(C(F)(F)F)on2)s1)N1CCN(c2ccccc2)CC1	11.7%
CCCc1noc(-c2cccn3c(CNC(=O)c4ccc5cc[nH]c5c4)nnc23)n1	?
Cc1ccc(C(=O)N2CCCCCCNC(=O)[C@@H]3CCCC[C@@H]32)s1	i
CCC(O)c1cc2n(n1)CCN(C(=O)CCn1cnc3ccccc3c1=O)C2 (stereo not given)	-9.2%
COc1ccc(C(=O)N2CCC3(CC2)NC(=O)N(c2cccc(F)c2)N3)cc1OC	?
CSc1ncc(Cl)c(C(=O)N(Cc2ccc(N(C)C)cc2)Cc2ccco2)n1	i
Cc1ccc(C)c(CN2C(=O)c3ccccc3S(=O)(=O)c3ccc(C(=O)N(C)C4CCCCC4)cc32)c1	?
COc1ccc(O)cc1CN1CCC2(CCNCC2)C1	-15.3%

Later entries:
molecule	Pf Dd2 growth
CN(C)c1ccc(C(CNS(=O)(=O)c2ccc(F)cc2F)N2CCOCC2)cc1 (stereo not given)	159.7%[activator][5.79 µM]
COc1ccc(C)nc1-c1cnc2ccccc2c1	-5.2%
COc1ccc(-n2nc(C(=O)N(C)c3cc(Cl)ccc3OC)c3c4ccccc4n(C)c3c2=O)cc1	17.4%
COC[C@]1(O)CCN(C(=O)c2sc(OC)nc2C)CC1(C)C	11.5%
COc1ccc(CN2CCC3(CC2)COc2ccccc2CN3)cc1	?
CC(C)CN(CC(C)C)c1nnc(NC(=O)Nc2cccc(C(F)(F)F)c2)s1	11.2µM*
O=C(c1ccncc1)N1CC2CCC(C1)N2Cc1cccc(-c2cccs2)c1	-1.9%
COc1ccc(N2Cc3c(NCCc4ccccc4F)ncnc3N(C)CC2=O)cc1	i
COCc1cc(C[C@@H]2CC[C@H](O)[C@@H](CNC(C)C)O2)no1	18.9%[44.1 µM]
CCc1ccc(-c2nn(-c3ccc(OC)cc3)c3c2cnc2ccc(OC)cc23)cc1	?

Some of the entries above in another layout:
> O=C(c1ccncc1)N1CC2CCC(C1)N2Cc1cccc(-c2cccs2)c1
  Pf Dd2 growth: -1.9%

> COc1ccc(N2Cc3c(NCCc4ccccc4F)ncnc3N(C)CC2=O)cc1
  Pf Dd2 growth: i

> CCc1ccc(-c2nn(-c3ccc(OC)cc3)c3c2cnc2ccc(OC)cc23)cc1
  Pf Dd2 growth: ?

> COCc1cc(C[C@@H]2CC[C@H](O)[C@@H](CNC(C)C)O2)no1
  Pf Dd2 growth: 18.9%[44.1 µM]

(further entries)
molecule	Pf Dd2 growth
CC(C)c1noc([C@@H]2C[C@@H](O)CN2Cc2ccc(CO)o2)n1	-16.3%[44.1 µM]
COCc1ccc2c(c1)c(OC(C)(C)C(=O)NCc1cnccn1)nn2Cc1cccnc1	-9.3%
CN(C(=O)CC(c1ccccc1)c1ccc(Cl)cc1)C1CCOCC1 (stereo not given)	i
CCC(O)c1cc2n(n1)CCN(C(=O)c1cnn(-c3ccccn3)c1C)C2 (stereo not given)	-6.3%
COc1cccc(CN2CCc3c(cc(C(=O)Nc4cc(C)ccc4OC)n3C)C2)c1	?
CC(C)(C)C(=O)NC1CCCc2c1[nH]c1ccc(F)cc21 (stereo not given)	-7.2%
CC(C)N1CC[C@@H]2[C@H]1C(=O)NC[C@H](CCC(=O)N1CCN(c3ccccn3)CC1)N2C	14.6%[44.1 µM]
CCCCn1cnc2cc(NC(=O)c3cc(OC)c(OC)c(OC)c3)ccc21	4.6%
CCc1nnc(SCc2ccc(OC)cc2)c2cc3sc(C)cc3n12	-3.7%
COc1cc(SC)ccc1C(=O)Nc1ccc(S(=O)(=O)Nc2nccc(C)n2)cc1	135.8%[activator][5.79 µM]

The list continues:
molecule	Pf Dd2 growth
O=C(c1ccc(F)cc1)N1CCC2(CC1)NC(=O)N(c1ccccc1Cl)N2	i
Cc1cc(C)cc(N(CC(=O)NCCc2ccc(Cl)cc2)S(=O)(=O)c2c(C)noc2C)c1	-12.1%
COc1ccc(C(=O)Nc2ccc(-c3cc4ccccc4oc3=O)c(C)c2)cc1OC	?
c1ccc(CN2CC(Oc3ccc4c(c3)OCO4)C2)cc1	-12.0%[44.1 µM]
Cc1oc(-c2ccccc2F)nc1CS(=O)(=O)CC(=O)N1CCN(c2ccc(Cl)cc2)CC1	-5.7%
COc1ccccc1CCC(=O)N1CC(F)(F)C[C@H]1c1nc(C)no1	17.0%
COc1cccc(-c2nc(CS(=O)(=O)CC(=O)NCCCc3ccccc3)c(C)o2)c1	-5.0%
CN1CCCN(S(=O)(=O)c2ccc3c(c2)CCC3)c2ccccc21	-3.4%
CSc1ccc(CNC(=O)c2cc3c(N4CCCC4)nc(C)cn3n2)cc1	?
CCOC(=O)c1ccccc1NC(=O)N1CC(C)Oc2ccc(C)cc21 (stereo not given)	-24.0%

Further compounds follow.
molecule	Pf Dd2 growth
CC#CC(=O)N1CCCC(N2CCN(c3cccc(Cl)c3)CC2)C1 (stereo not given)	-13.5%
CCOc1ccc2nc(N3CCCC(C(=O)NCCc4ccc(C)cc4)C3)sc2c1 (stereo not given)	-7.2%
CCOc1cc(-c2noc(-c3nnn4c3COC(c3ccc(Cl)cc3)C4)n2)ccc1OC (stereo not given)	?
CN1CC(=O)N(c2ccccc2F)Cc2c(NCCCc3ccccc3)ncnc21	i
CN(C)c1cccc(NC(=O)Cn2c3c(c(=O)n2Cc2ccccc2)CCN(Cc2ccccc2)C3)c1	-9.1%
CC(C)(C)C1CCc2c(sc(NC(=O)c3cccc(Cl)c3)c2C(N)=O)C1 (stereo not given)	11.4%
COCc1cc(C)nc2sc3c(c12)NC(c1ccccc1C(=O)O)N(c1cccc(C(F)(F)F)c1)C3=O (stereo not given)	?
O=C(CN1C(=O)COc2ccc(C(=O)COc3ccc(Cl)cc3F)cc21)NCCc1ccccc1	-23.5%
CCc1cn(C[C@H](NC2CCOCC2)C(=O)O)c(=O)[nH]c1=O	14.4%[44.1 µM]
CN(C)c1ccc(CN(C)C2CCc3ccccc32)cc1 (stereo not given)	-16.6%[44.1 µM]

The list goes on.
molecule	Pf Dd2 growth
COc1ccc(NC(=O)c2cc3c(=O)n(C)c4cc(Cl)ccc4c3s2)cc1Cl	-22.5%
CNc1nccc(N2CCC(CC(=O)NC3CCN(Cc4ccccc4)CC3)CC2)n1	?
CCCCN1C(=O)c2ccccc2C(C(=O)NCCC(=O)OC)C12CCCCC2 (stereo not given)	-10.6%
Cc1cc(C)cc(OCC(=O)Nc2nc(-c3ccc(F)cc3)ns2)c1	39.9%[activator]
COC1C(=O)N(c2cccc(F)c2)C12CCN(C(=O)c1cccnc1C)CC2 (stereo not given)	?
COc1ccc(-c2noc(CC3CCN(C(=O)CCc4cccc(OC)c4)CC3)n2)cc1	-18.3%
O=C(CCCc1ccccc1)N1CCC(Cc2nc(-c3ccc(F)cc3)no2)CC1	-4.9%
CCc1nc2ccccc2n2c(-c3ccccc3)c3c(=O)n(C)c(=O)n(C)c3c12	24.9%
CC(C)c1ccc(C2=CC(c3cccc(Cl)c3)n3ncnc3N2)cc1 (stereo not given)	15.9%
COc1ccccc1CC(=O)N[C@H]1CN(S(C)(=O)=O)C[C@@H]1C(C)C	-14.9%

Next section:
molecule	Pf Dd2 growth
CC1=NOC2(CCN(CCC(C)C)C2)C1 (stereo not given)	-22.2%[44.1 µM]
Cc1ccc(C(=O)CSc2nc(-c3ccccc3)nc3c2CCCC3)cc1C	45.4%[activator]
CCc1nc(-c2c3n(c(=O)n(Cc4ccc(OC)c(F)c4)c2=O)CCCC3)no1	?
COc1ccc(-c2nc3ccccc3n2Cc2ccc(Cl)cc2)cc1	-9.9%
CCNC(=O)N1CCCC(O)(CNS(=O)(=O)c2cnn(CC)c2C)CC1 (stereo not given)	-0.8%
CC(C)(C)c1ccc(C(=O)N[C@H]2CC(C)(C)[C@@H]3C[C@@](C)(O)CC[C@]23CCC(=O)N2CCCC2)cc1	-18.1%
Cc1ccc(N2CCn3c2nc2c3c(=O)n(CCc3ccccc3)c(=O)n2C)cc1C	23.8%
CN1CCN(S(=O)(=O)c2cc(C(=O)O)cc(-c3ccncc3)c2)CC1	-18.7%
O=C(NCc1ccc2[nH]c(=O)[nH]c2c1)[C@H]1CNC[C@H](C(=O)N2CCCC2)C1	5.6%
Cc1ccccc1N(C)C1CN([S+](=O)([O-])c2cccc(C(F)(F)F)c2)C1	?

Additional records follow.
molecule	Pf Dd2 growth
COC[C@H]1C[C@@H](NC(=O)Nc2ccc(F)cc2)[C@H](O)[C@@H]1O	-18.3%[44.1 µM]
O=C(CSc1nc(-c2cccc(F)c2)[nH]c1-c1ccccc1)Nc1ccc2c(c1)OCO2	?
O=C1NCCCCCN(C(=O)CCCc2ccccc2)[C@H]2CCC[C@@H]12	-16.1%
O=C(CCc1ccccc1)N1CCC[C@H]1c1nc(-c2ccccc2Cl)no1	-5.6%
CCOc1ccc(NC(=O)C2CCN(S(=O)(=O)c3c(C)noc3/C=C/c3ccco3)CC2)cc1	i
O=C(Nc1cccc(C(F)(F)F)c1)c1cccc(C(=O)Nc2cccc(C(F)(F)F)c2)c1	?
CC(C)C(=O)N1CCCC2(CNS(=O)(=O)c3cccnc3O2)C1 (stereo not given)	12.8%
Cc1ccc(C)c(N2CCN(C(=O)C3CCCN(S(=O)(=O)c4cccc5nsnc45)C3)CC2)c1 (stereo not given)	i
COc1ccc(C2Cn3nnc(-c4noc(-c5cccc(OC)c5)n4)c3CO2)cc1 (stereo not given)	i
Cc1ccc([N+](=O)[O-])cc1NC(=O)CN(c1ccccc1)S(=O)(=O)N(C)C	43.4%

Following part.
molecule	Pf Dd2 growth
Cc1ncccc1C(=O)N1CCC(N2CC3CC(C2)[C@H]2CCCC(=O)N2C3)CC1 (stereo not given in full)	-4.3%
COc1ccc(S(=O)(=O)N2CCN(Cc3ccc4c(c3)OCO4)CC2)cc1OC	19.0%
O=C(NCc1ccc2c(c1)OCO2)c1noc(-c2ccc(F)cc2)n1	i
CCOC(=O)c1noc2nc(C)n(CC(=O)Nc3ccc(Br)cc3C)c(=O)c12	22.1%
Cc1noc(C)c1S(=O)(=O)NCc1cccnc1N(C)Cc1ccccc1	i
Cc1ccc2c(c1)c(=O)c1ccccc1n2CCCC(=O)Nc1ccc(F)cc1F	?
CCOC(=O)C1(Cc2cccc(C(F)(F)F)c2)CCN(Cc2cc(C(C)C)n[nH]2)CC1	7.08µM*
Cc1noc(C)c1CNCC1(COc2cnccn2)C[C@@H](O)[C@@H](O)C1 (stereo not given in full)	?
O=C(NCc1ccccc1)c1nc(S(=O)(=O)Cc2ccccc2)ncc1Cl	-1.3%
Cn1c(=O)oc2cc(S(=O)(=O)N3CCC(C(=O)Nc4ccc(F)c(Cl)c4)CC3)ccc21	-3.6%

Remaining list, next part:
molecule	Pf Dd2 growth
CC(NC(=O)Cc1c(F)cccc1Cl)C(=O)N1CCN(c2ccccn2)CC1 (stereo not given)	i
COCCN1C(=O)CCc2cc(NC(=O)c3ccc(Br)o3)ccc21	i
CC1(C)N=C(SCc2ccccc2Cl)c2ccccc2N1	31.9%[activator]
CCN1c2cc(C(=O)NCc3ccccc3C)ccc2C(=O)N2CCCCCC21 (stereo not given)	6.31µM*
CC(C)CN(CCNC(=O)CN1C(=O)CSc2ccc(S(=O)(=O)N3CCOCC3)cc21)CC(C)C	?
CC(C)CNC(=O)C1(CCO)CCN(c2ncccn2)C1 (stereo not given)	23.8%
Cc1noc2c(NCc3cnccn3)cc(-c3ccc(Cl)cc3)nc12	-21.3%[44.1 µM]
CCOc1ccccc1CN1CCC2(CC1)Cc1ccccc1CNC2=O	-12.9%
COc1ccc(CN2C[C@H]3CN(Cc4ccccc4)CCN3C2=O)cc1	i
CCOc1ccccc1C1NC(=O)N(CC(=O)NCc2ccccc2)C2=C1C(=O)OC2 (stereo not given)	i

The listing continues:
molecule	Pf Dd2 growth
CCCNC(=O)C1CCN(S(=O)(=O)c2ccc3c(c2)CCCN3C(C)=O)CC1	-3.3%
COc1cc(F)c(-c2nccn2CC(O)c2ccccc2)cc1OC (stereo not given)	-24.1%
CCOc1ccc(C(=O)c2oc3ccccc3c2NC(=O)Cc2coc3ccc(CC)cc23)cc1	-1.5%
CC(=O)N1CCc2c(sc3c2c(=O)n(-c2cc(Cl)ccc2C)c(=O)n3Cc2ccccc2F)C1	10µM*
Cn1ccnc1CN1CCC2(CC1)OC(=O)N(Cc1ccccc1F)C2(C)c1ccccc1 (stereo not given)	?
CCOC(=O)N1CCC(N[C@@H]2CC[C@@H]2NC(=O)CCn2cncn2)CC1	-12.8%
O=C(CN1CCOCC1)N1CCNc2cnc(Nc3ccc(-n4ccnc4)cc3)nc2C1	11.6%[44.1 µM]
Cn1cnc(S(=O)(=O)N2CCCC(Cn3c(C4CC4)nc4cccnc43)C2)c1 (stereo not given)	8.1%
COc1ccc(C2C(C(=O)Nc3cccnc3)=C(C)Nc3nc(-c4ccccc4)nn32)cc1OC (stereo not given)	-15.2%
Cc1nn2c(c1-c1cccnc1N1CCOCC1)N(C(=O)C(C)C)CCC2	-17.5%[44.1 µM]

Next compounds
molecule	Pf Dd2 growth
CCc1ccc(-n2nc(C)c3c(C(=O)N4CCN(c5ccccc5)CC4)cc(C)nc32)cc1	-11.9%
CC(=O)N1CCN(c2nc3c(s2)CC(C(=O)NCc2ccc(C(C)C)cc2)CC3)CC1 (stereo not given)	?
CSc1cccc(NC(=O)C(c2ccccc2)N2Cc3ccccc3C2=O)c1 (stereo not given)	i
Cc1cc(C)cc(N2CCn3c2nc2c3c(=O)n(CCCc3ccccc3)c(=O)n2C)c1	10.8%
